Assay outcomes as filed in PubChem.
TRPV1 ag = HTS Assay for Compounds that Act as Agonists of the Vanilloid Receptor 1 | Transient receptor potential cation channel subfamily V member 1 (Homo sapiens), Q8NER1 | TRPV1-expressing cells, Fluo-8 calcium influx, agonist mode | AID 540275, 2011 | 0.19% of 320,000 active | activation, % at 8.33 µM; in the data active = activation above about 80%; inconclusive = between about 30% and that limit; note: 0% is about no effect
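Cells expressing TRPV1 were dye-loaded with Fluo-8 and read kinetically: 10 s baseline, 3 min after compound (agonist portion), then 2 min after EC20 capsaicin (allosteric enhancer portion). Calcium-bound dye fluorescence at 480/520 nm.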
B2AR arrestin = qHTS assay of beta-arrestin-biased ligands of beta2-adrenergic receptor | Beta-2 adrenergic receptor (Homo sapiens), P07550 | beta-arrestin recruitment to beta2AR, cell-based reporter | Potency, µM (doses to about 46.1 µM), for the others: at the top dose activation, usual class: activators | 0.02% of 330,000 active | AID 492947, 2010;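 note: potency is the fitted concentration of half-maximal effect; 0% = DMSO controls and full agonism = EC100 isoproterenol or metaproterenol; nearly all actives have a fitted effect of over 65% in size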
PKM2 activator = qHTS Assay for Activators of Human Muscle isoform 2 Pyruvate Kinase | AID 1631, 2009 | Potency, µM (highest dose often 57.5 µM), for inactives: top-dose activation, most hits filed as activators | 0.34% of 260,000 active | Pyruvate kinase PKM (Homo sapiens), P14618 | purified PKM2, Kinase-Glo ATP luminescence, activation; response scale: 0% is enzyme alone, no compound; note: potency is the fitted concentration of half-maximal effect; % is set by controls: 0 for no effect and ±100 for the full control effect; nearly all actives have a fitted effect of over 55% in size
Target sequence (P14618 whole entry, looked up, canonical isoform): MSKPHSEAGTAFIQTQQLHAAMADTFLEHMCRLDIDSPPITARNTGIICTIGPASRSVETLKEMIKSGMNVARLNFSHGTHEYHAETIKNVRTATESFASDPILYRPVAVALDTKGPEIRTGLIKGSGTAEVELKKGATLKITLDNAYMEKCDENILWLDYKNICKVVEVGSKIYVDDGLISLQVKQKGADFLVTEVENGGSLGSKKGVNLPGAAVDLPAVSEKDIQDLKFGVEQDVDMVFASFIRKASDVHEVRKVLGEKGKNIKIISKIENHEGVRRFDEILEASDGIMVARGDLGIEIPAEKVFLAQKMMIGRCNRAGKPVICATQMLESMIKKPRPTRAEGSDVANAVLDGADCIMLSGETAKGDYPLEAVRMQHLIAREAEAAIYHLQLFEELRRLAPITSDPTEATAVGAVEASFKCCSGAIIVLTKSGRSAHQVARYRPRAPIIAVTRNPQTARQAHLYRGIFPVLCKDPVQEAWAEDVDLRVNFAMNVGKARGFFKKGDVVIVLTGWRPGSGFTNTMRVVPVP
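Purified hPK-M2 (>95%) run at intermediate activity with 0.1 mM ADP and 0.5 mM PEP in 50 mM imidazole pH 7.2, KCl, MgCl2; 1 h room temperature. ATP formed read by Kinase-Glo luminescence; normalized to uninhibited and no-enzyme controls.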
hERG WT inh = qHTS for Inhibitors of KCHN2 3.1: Wildtype qHTS | AID 720551, 2013 | 0.37% of 340,000 active | activity change, % at 1.84 µM | U2OS, BacMam KCNH2, thallium flux FluxOr; hits give low values;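 active = maximum activity change below -70%; inconclusive = maximum activity change between -70% and -50%; inactive = maximum activity change above -50%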; note: % is set by controls: 0 for no effect and ±100 for the full control effect
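U2OS cells were transduced with wild-type KCNH2 virus (2.03 x 10^8 / mL) for 4 h at room temperature, then cultured overnight at 37 C. Thallium flux was read with FluxOr dye. Rate constants were normalized to DMSO controls.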
Menin MLL FP TR = qHTS Assay for Inhibitors Targeting the Menin-MLL Interaction in MLL Related Leukemias: Competition With Texas Red Labeled MLL-derived Mutant Peptide; O00255; Menin + Texas Red MLL mutant peptide, fluorescence polarization; Potency, µM (titrated, usually from 61.6 µM), inactives show at the top dose FP activity change, negative = inhibition, hits mostly inhibitors; 0.23% of 270,000 active; AID 1768, 2009; active = well fitted inhibition curve with a large enough effect in the polarisation, with a control signal flat, not every such curve was filed as active; inconclusive = small, poorly fitted or top-dose-only effect, or effect the other way, or a change in a side signal; inactive = no such curve, though single readings can be large or run the other way; the % refers to the polarisation; note: potency is the fitted concentration of half-maximal effect; % of control where 0% means no effect; many of its hits are not listed in these tables
USP2a block = qHTS Assay for Inhibitors of Ubiquitin-specific Protease USP2a Using CHOP2 as the Reporter. 0.01% of 330,000 active. USP2 core, Ub-CHOP2 coupled fluorogenic reporter, 485/531. Ubiquitin carboxyl-terminal hydrolase 2 (Homo sapiens), O75604. Potency, µM (highest dose often 38.3 µM), without a hit: at the highest dose activity change, negative = inhibition, most hits filed as inhibitors;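 note: potency is the fitted concentration of half-maximal effect; plate controls were DMSO wells for no effect and full inhibition by NEM control for full effect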
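USP2 core (10nM final) preincubated 30min RT with compound in 20mM Tris-HCl pH 8.0, 2mM CaCl2, 2mM beta-mercaptoethanol, 0.05% CHAPS; 25nM Ub-CHOP2 plus 25nM reporter substrate added, fluorescence (Ex485/Em531) read after 60min.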
GALK inh = qHTS Assay for Inhibitors of Human Galactokinase (GALK); Purified GALK, Kinase-Glo residual ATP luminescence; Potency, µM (highest dose often 57.5 µM), for the others: at the highest dose activity change, negative = inhibition, hits mostly inhibitors; 0.007% of 270,000 active; AID 1868, 2009; note: potency is the fitted concentration of half-maximal effect; % is set by controls: 0 for no effect and ±100 for the full control effect
Target sequence (P51570 whole entry, looked up): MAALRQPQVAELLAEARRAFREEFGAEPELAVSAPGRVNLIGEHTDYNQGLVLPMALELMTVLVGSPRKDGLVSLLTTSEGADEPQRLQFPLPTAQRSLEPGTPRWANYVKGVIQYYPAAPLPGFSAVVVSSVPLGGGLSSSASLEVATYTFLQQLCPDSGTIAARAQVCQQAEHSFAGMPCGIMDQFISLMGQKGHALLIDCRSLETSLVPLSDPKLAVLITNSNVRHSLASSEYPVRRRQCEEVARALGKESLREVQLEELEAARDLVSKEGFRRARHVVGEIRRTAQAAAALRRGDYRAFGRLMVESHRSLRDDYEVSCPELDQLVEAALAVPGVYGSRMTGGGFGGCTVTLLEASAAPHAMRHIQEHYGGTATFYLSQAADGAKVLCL
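Luminescence from leftover ATP (Ultra-Glo luciferase/luciferin) served as read-out after a 1 h room-temperature reaction of 5 nM GALK with 35 uM ATP and 100 uM galactose.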
FBPA coupling cs = qHTS Assay for Inhibitors of Fructose-1,6-bisphosphate Aldolase from Giardia Lamblia: Coupling assay counterscreen; coupling enzyme system counterscreen, AmpLite Red fluorescence; activity change, negative = inhibition, % at 58.2 µM, hits read low; 0.67% of 290,000 active; AID 2472, 2010; in the data active = activity change below about -30%; note: % is set by controls: 0 for no effect and ±100 for the full control effect
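First, compound is pin-transferred into glyceraldehyde-3-phosphate coupling-enzyme reagent at 57.5 uM final and held 10 min at RT. Next, substrate, coupling system and AmpLite Red are added. After 20 min RT, fluorescence (525/598 nm) is read.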
Giardia kill = Small Molecules that selectively kill Giardia lamblia: qHTS; Giardia lamblia trophozoite viability; activity change, % at 7.66 µM, hits read low; 0.15% of 340,000 active; AID 540267, 2011; in the data active = activity change below about -80%; inconclusive = between about -30% and that limit;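 note: parasites exposed to compound for two days anaerobically before the ATP read; % is set by controls: 0 for no effect and ±100 for the full control effect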
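Luminescent ATP signal served as the viability read-out, measured 15-30 min after adding ATP detection reagent to trophozoites that had been incubated with compounds for 48 hrs at 37 deg C anaerobically at 100 cells/well.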
KCNH2 3.1 inh = qHTS for Inhibitors of KCHN2 3.1: Mutant qHTS; 0.95% of 340,000 active; activity change, % (tested at about 1.8 µM); U2OS KCNH2 3.1, thallium flux FluxOr; hits give low values; Potassium voltage-gated channel subfamily H member 2, brain isoform KCNH2 3.1 (human);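 active = maximum activity change below -70%; inconclusive = maximum activity change from -70% to -50%; inactive = maximum activity change above -50%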;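 note: thallium influx rate constant from kinetic fluorescence after stimulation buffer; % is set by controls: 0 for no effect and ±100 for the full control effect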
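FluxOr-based Tl+ influx in U2OS cells transduced with KCNH2 3.1 virus; rate constants normalized to DMSO controls.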
MLL CXXC-DNA inh = qHTS Fluorescence Polarization Assay for Inhibitors of MLL CXXC domain - DNA interaction | 0.037% of 290,000 active | Histone-lysine N-methyltransferase 2A (Homo sapiens), Q03164 | Potency, µM (titrated, usually from 115 µM), for the others: at the top dose activity change, negative = inhibition, actives largely listed as inhibitors | MLL-CXXC / FITC-HOXA9 DNA fluorescence polarization; active = well fitted inhibition curve with a large enough effect in the polarisation, with a control signal flat, not every such curve was filed as active; inconclusive = small, poorly fitted or top-dose-only effect, or effect the other way, or a change in a side signal; inactive = no such curve, though single readings can be large or run the other way; the % refers to the polarisation; note: potency is the fitted concentration of half-maximal effect
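Fluorescence polarization: 7 uM MLL-CXXC (stock) preincubated 5 min with compounds, then 50 nM fluorescein-HOX-A9 DNA (stock) added; 30 min ambient. Buffer 50 mM Tris-HCl pH 7.5, 50 mM NaCl, 1 mM DTT, 0.05% BSA.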
Numbers without * were called inactive; ? = inconclusive; nt = no result given; & = joins results of further samples; [ ] = another dose, or the depositor's remark. Unless noted, calls come from the whole dose curve; as a rule, active = well fitted curve in the direction sought with a large enough effect; inconclusive = small, poorly fitted or top-dose-only effect, or another doubt; inactive = no such curve, though single readings can be large; an effect the other way counts as inactive or inconclusive. Only part of the results is shown; count on the stated rates, not on these rows.

SMILES	TRPV1 ag	B2AR arrestin	PKM2 activator	hERG WT inh	Menin MLL FP TR	USP2a block	GALK inh	FBPA coupling cs	Giardia kill	KCNH2 3.1 inh	MLL CXXC-DNA inh
CCOC(=O)NC(NC(=S)Nc1ccccc1OC)C(Cl)(Cl)Cl (stereo not given)	19	4.0%	2%	4	-12%	2%	-2%	1	4	8	1%
S=C(NCCN1CCOCC1)Nc1ccc(Cl)cc1Cl	4	-1.2%	-5%	-19	4%	0%	1%	1	26	-6	15%
CCOc1ccc(-n2c(O)c(/C=N/NC(=O)C3COc4ccccc4O3)c3ccccc3c2=O)cc1 (stereo not given)	27	-0.5%	-9%	13	?	1%	-1%	14	10	-7	24%
Cc1cccc(C(=O)NCC(=O)NC(C)c2ccc(-n3ccnc3)cc2)c1 (stereo not given)	2	-1.0%	nt	6	nt	0%	nt	nt	-2	-2	nt
COc1ccc(NC(=O)CSc2nnc(Cc3cccn3C)n2-c2ccc(OC)cc2)cc1	-3	0.6%	11%	4	7%	-2%	-3%	4	10	-3	2%
COC(=O)C(NC(=O)CCC(=O)NC(C(=O)OC)c1ccccc1)c1ccccc1 (stereo not given)	-1	-1.0%	-2%	-6	4%	1%	nt	-1	-29	1	8%
CC(C)Cn1cc(C(=O)NC2CCN(Cc3ccccc3)CC2)c2c3ccccc3n(C)c2c1=O	?	0.3%	2%	nt	-11%	1%	1%	0	nt	nt	-5%
C=CCNC(=O)c1onc(CSc2ccc(Cl)cc2)c1C(=O)O	0	-0.7%	-2%	nt	32%[activator]	2%	3%	5	-14	nt	-23%
CC1CCN(S(=O)(=O)c2ccc(Cl)cc2)CC1	0	-0.1%	-3%	34	-3%	-1%	1%	-1	-4	1	-16%
CCN(CC)S(=O)(=O)c1ccc(C(=O)Oc2cc(C)[nH]c(=O)c2[N+](=O)[O-])cc1	0	0.0%	4%	30	-6%	1%	0%	3	3	-9	1%
O=S(=O)(Nc1ncccn1)c1ccc(F)cc1	-2	-1.0%	6%[11.5 µM]	-3	-2%	-2%	0%	4	-17	-1	2%
O=C(COc1ccccc1[N+](=O)[O-])Nc1cc(Cl)ccc1C(=O)O	0	-0.1%	2%	nt	?	1%	-4%	1	-5	5	7%
CCCCOc1ccc(C(=O)NCC(=O)NCCCn2nc(C)cc2C)cc1	-1	0.0%	nt	-9	nt	-1%	nt	nt	?	-18	nt
CC(=O)N1CCC(O)(c2ccc3c(c2)OCO3)CC1	3	0.2%	-2%	-2	-3%	1%	5%	1	2	-8	-5%
COc1ccc([C@H]2Cc3cc(O)cc(O)c3C(=O)O2)cc1O	nt	-0.2%	nt	4	nt	7%	nt	nt	6	-8	nt
COc1cccc(-c2nnc3n2N=C(c2cc(OC)ccc2OC)CS3)c1	?	0.3%	-13%	1	7%&-25%	0%	6%	-4&0	19	1	-3%
CCCn1c(N)c(C(=O)CSc2nnc(C3CC3)n2Cc2ccccc2)c(=O)n(C)c1=O	-5	0.3%	nt	-9	nt	0%	nt	nt	3	12	nt
OCCn1c(SCCOc2ccccc2F)nc2ccccc21	-2	0.0%	1%	-11	33%[activator]	2%	-2%	-1	-19	0	3%
COc1ccc(CCC(=O)NCCc2ccc(Cl)cc2)cc1	0	0.1%	nt	23	-20%	0%	-2%	8	19	0	1%
COc1ccccc1N(CC(=O)NCCSC(C)(C)C)S(C)(=O)=O	2	-0.9%	1%	42	3%	-1%	1%	-1	13	?	-4%
COc1ccccc1C(=O)NCCCNc1ccc([N+](=O)[O-])cc1	-4	-0.4%	0%	-7	0%	4%	-3%	0	1	-27	9%
CCN(CC(=O)NCc1cccs1)C(=O)c1cccc(S(=O)(=O)Nc2cccc(C)c2)c1	-1	-0.4%	nt	-3	nt	2%	nt	nt	-23	-3	nt
O=C(NCc1ccco1)/C(=C/C=C\c1ccccc1)NC(=O)c1ccc(Br)o1	28	-0.6%	0%	9	10%	-1%	1%	2	7	-9	-3%
O=C(CSc1cn[nH]n1)Nc1ccc(Cl)cc1Cl	4	-0.4%	nt	-10	25%	2%	-7%	7	-10	6	-1%
CCN(CC(=O)Nc1ccc(OC)cc1)CC(=O)Nc1cccc(C#N)c1	0	-0.4%	nt	1	5%	0%	-3%	-4	1	-13	-4%
(next part)
SMILES	TRPV1 ag	B2AR arrestin	PKM2 activator	hERG WT inh	Menin MLL FP TR	USP2a block	GALK inh	FBPA coupling cs	Giardia kill	KCNH2 3.1 inh	MLL CXXC-DNA inh
COc1ccc(NC(=O)C2CC(=O)OC2(C)C)cc1 (stereo not given)	1	0.0%	-17%	-17	-11%	2%	0%	3	1	3	-2%
CCOC(=O)c1sc(=NC(=O)c2ccc(Cl)s2)n(C)c1C	-2	-0.3%	-9%	8	0%	0%	-1%	3	-2	-4	0%
COc1ccc(NC(=O)CSc2nnc(NC(=O)C3CC3)s2)cc1OC	-5	-0.3%	-1%	-8	nt	2%	-2%	nt	1	10	6%
CSc1cccc(NC(=O)CN(C)S(=O)(=O)c2ccccc2)c1	5	-0.1%	-11%	8	16%	-2%	0%	-2	-1	6	2%
CC1=C(C)CC(C(=O)NCc2ccccc2F)C(C(=O)O)C1 (stereo not given)	-1	-0.8%	-1%[11.5 µM]	nt	-10%	1%	-3%	1	nt	nt	1%
COc1cc(/C=C/C(=O)OCC(=O)c2ccc3c(c2)NC(=O)CO3)ccc1OC(F)F	0	0.7%	nt	6	nt	2%	nt	nt	23	-5	nt
CC(=O)Nc1cccc(NC(=O)c2ccccc2OCc2c(C)noc2C)c1	3	0.4%	nt	4	nt	2%	nt	nt	15	9	nt
CSC(=NNC(=O)c1ccccc1O)SC	6	-0.8%	-12%	-14	-5%	-1%	2%	-2	-17	0	-1%
CC(Cc1ccccc1)NC(=O)CCCN1C(=O)c2ccccc2C1=O (stereo not given)	-1	-0.4%	nt	1	-1%	1%	nt	-3	17	1	1%
Cc1c(Cc2ccccc2)c(=O)oc2c(C)c(OCC(=O)NCC3CCC(C(=O)O)CC3)ccc12 (stereo not given)	-2	0.6%	0%	0	1%	0%	nt	4	-22	6	-2%
COc1ccc(C(Nc2cccc([N+](=O)[O-])c2)P(=O)(OC(C)C)OC(C)C)cc1 (stereo not given)	8	-0.4%	1%	3	nt	0%	-2%	0	-8	-6	-13%
CCc1ccccc1NC(=S)N(CCN1CCOCC1)C1CCN(C(C)=O)CC1	-1	-0.1%	-1%	8	-1%	0%	1%	1	-3	5	1%
COc1ccc(Cc2nnc(NC(=O)c3c(-c4ccccc4)noc3C)s2)cc1OC	23	2.8%	-9%	nt	0%	5%	-6%	6	nt	nt	2%
CCCCN(C(=O)CSc1nnc(Nc2ccccc2)s1)c1c(N)n(CCC)c(=O)[nH]c1=O	1	0.0%	0%	nt	0%	4%	0%	2	-8	-5	11%
COc1ccc(C(=O)n2cnnc2N)cc1	2	0.0%	-9%	16	-6%	3%	-2%	-1	-4	-24	238%[activator]
CC(C)(C)C(=O)COC(=O)CNC(=O)c1ccc(Oc2ccccc2)cc1	-4	-1.5%	-5%	-13	-3%	-1%	4%	2	9	3	-2%
COc1ccc(NC(=O)CSc2nnnn2C2CC3C=CC2C3)cc1 (stereo not given)	27	-0.1%	nt	-81*	nt	7%	6%	nt	3	-3	7%
COc1ccccc1NC(=O)NCCN1CCN(c2cccc(Cl)c2)CC1	?	0.1%	nt	-7	?	-6%	0%	0	-1	1	8%
CCOC(=O)N1CCN(C(=O)C2CCN(S(=O)(=O)c3ccc(NC(C)=O)cc3)CC2)CC1	1	0.1%	nt	-7	nt	1%	-4%	nt	14	-21	16%
COc1ccc(-n2c(SCC(=O)/C(C#N)=C(\C)N)nc3ccccc3c2=O)cc1OC	11	0.1%	-1%	-11	nt	1%	-2%	-5	-16	7	-9%
CCOC(=O)C(=O)C1=C(N2CCOCC2)/C(=C\c2cccc([N+](=O)[O-])c2)CC1	1	-0.6%	-5%	17	-9%	0%	1%	6	-17	-12	12%
COc1ccc2occ(NC(C)=O)c2c1	6	-1.4%	1%	-3	-12%	0%	1%	1	10	1	-1%
